High-throughput results (PubChem BioAssay)
hIAP act = human IAP activation; P09923; purified human IAP, CDP-Star luminescence, 30 min; active compounds read high; 1 = vehicle-only enzyme, 0 = enzyme-free background; activation factor at 10 µM; hit rate 0.16% among 330,000; AID 2524;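 active = activation factor of the enzyme at least 2-fold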; note: the source names both 10 and 20 µM as test concentration; values of inactives mirror those of a sister screen read the other way
Target sequence (P09923 whole entry, looked up): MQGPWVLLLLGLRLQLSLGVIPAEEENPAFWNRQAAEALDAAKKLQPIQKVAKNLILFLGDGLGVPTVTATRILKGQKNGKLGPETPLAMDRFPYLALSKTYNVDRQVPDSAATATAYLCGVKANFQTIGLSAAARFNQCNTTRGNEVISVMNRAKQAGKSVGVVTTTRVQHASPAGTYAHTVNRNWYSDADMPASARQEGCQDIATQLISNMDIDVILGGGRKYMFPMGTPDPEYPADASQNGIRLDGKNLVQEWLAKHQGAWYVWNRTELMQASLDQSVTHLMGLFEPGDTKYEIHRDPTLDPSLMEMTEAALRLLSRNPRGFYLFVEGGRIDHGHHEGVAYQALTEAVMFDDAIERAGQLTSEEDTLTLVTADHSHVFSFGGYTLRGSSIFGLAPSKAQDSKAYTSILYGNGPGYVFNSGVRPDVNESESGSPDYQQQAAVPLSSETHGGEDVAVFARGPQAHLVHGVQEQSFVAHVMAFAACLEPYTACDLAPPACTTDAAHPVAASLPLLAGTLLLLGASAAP
beta cell repl = induces beta-cell replication in MIN6 cells. proliferation, % at 10 µM. AID 2380. hit rate 0.29% among 330,000. MIN6 cells proliferation, ATPlite luminescence, 48 h; cells starved in 0.2% serum; 100% = growth in 10% serum;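 active = compounds whose signal lies at least 3.5 SD above the mean of all wells on their plate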;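 note: 0% = DMSO-treated cells in low-serum medium and 100% = 10% serum control; some compounds called inactive have numbers as strong as hits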
A3G deaminase = inhibitors of human APOBEC3G DNA deaminase; Q9HC16; recombinant A3G, ssDNA deamination FAM/TAMRA fluorescence; inhibition, % at 20 µM; hit rate 0.28% among 330,000;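 active = inhibition of at least 40% at 20 µM, with no more than 30% in the related APOBEC3A deaminase screen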;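 note: plate controls were DMSO wells with A3G for no effect and wells lacking A3G enzyme for full effect; some compounds called inactive have numbers as strong as hits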
Target sequence (Q9HC16 whole entry, looked up): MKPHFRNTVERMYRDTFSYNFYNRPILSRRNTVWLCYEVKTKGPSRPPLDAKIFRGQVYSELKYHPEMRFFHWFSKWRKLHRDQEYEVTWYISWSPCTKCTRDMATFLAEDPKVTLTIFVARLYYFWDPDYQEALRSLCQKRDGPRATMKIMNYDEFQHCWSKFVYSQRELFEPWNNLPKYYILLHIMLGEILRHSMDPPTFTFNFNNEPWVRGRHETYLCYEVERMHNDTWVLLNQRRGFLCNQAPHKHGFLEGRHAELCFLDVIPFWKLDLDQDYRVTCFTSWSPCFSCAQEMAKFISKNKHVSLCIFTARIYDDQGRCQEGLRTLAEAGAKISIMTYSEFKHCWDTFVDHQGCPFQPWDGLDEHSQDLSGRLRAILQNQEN
mIAP inh = mouse IAP inhibition. hit rate 0.2% among 330,000. purified mouse IAP, CDP-Star luminescence, 30 min. inhibition, % at 10 µM;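 active = inhibition of at least 40% at 10 µM in the primary screen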;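 note: plate controls were DMSO with enzyme for no effect and no enzyme wells for full effect; values of inactives mirror those of a sister screen read the other way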
MPTP block = blocks calcium-induced mitochondrial swelling. isolated mouse mitochondria, Ca2+ swelling absorbance, 30 min. inhibition, % at 10 µM. hit rate 1.4% among 360,000;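 active = inhibition of 50% or more, scaled per plate between neutral and stimulator controls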;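 note: 0% = DMSO wells given calcium and 100% = 1 mM EGTA wells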
ATG4B inhibitor = ATG4B (human) cysteine protease inhibition; hit rate 0.51% among 340,000; inhibition, % at 8.33 µM; Q9Y4P1; AID 504462; ATG4B cleavage of LC3-PLA2, NBD-HPC fluorescence, 1 h; in the data active = inhibition above about 40%
APOBEC3A inh = blocks human APOBEC3A ssDNA deamination. recombinant A3A, FAM/TAMRA ssDNA deamination fluorescence. inhibition, % at 20 µM. hit rate 0.41% among 330,000. AID 493011;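 active = at least 40% inhibition at 20 µM here, with at most 30% in a related deaminase screen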;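 note: plate controls were A3A with DMSO for no effect and wells lacking A3A enzyme for full effect; some results filed as inactive read as strong as hits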
Target sequence (P31941 whole entry, looked up): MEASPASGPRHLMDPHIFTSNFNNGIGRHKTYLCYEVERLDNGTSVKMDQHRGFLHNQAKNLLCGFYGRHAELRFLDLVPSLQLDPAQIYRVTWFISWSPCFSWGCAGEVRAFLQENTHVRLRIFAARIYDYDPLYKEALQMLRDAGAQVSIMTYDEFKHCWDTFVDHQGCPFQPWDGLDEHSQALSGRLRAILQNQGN
mIAP act = increases mouse intestinal alkaline phosphatase activity. activation factor at 10 µM. muIAP, CDP-Star luminescence, 30 min; active compounds read high; 1 = vehicle-only enzyme signal, 0 = enzyme-free wells. hit rate 0.24% among 330,000;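 active = activation factor of at least 2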; note: the source names both 10 and 20 µM as test concentration; values of inactives mirror those of a sister screen read the other way
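Assay system: mouse IAP enzyme; reagent: chemiluminescent substrate CDP-Star; dosing: test compounds delivered from DMSO solution; schedule: 30 min at room temperature; measured by: luminescence from enzymatic CDP-Star hydrolysis; controls: DMSO-only wells and no-enzyme negative control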
hIAP block = blocks human intestinal alkaline phosphatase; purified IAP, CDP-Star luminescence, 30 min; hit rate 0.12% among 330,000; inhibition, % at 10 µM;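 active = inhibition reaching a set limit with compound at 10 µM in the primary screen, cut at about 35% in these data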;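 note: plate controls were DMSO wells with enzyme for no effect and no-enzyme buffer wells for full effect; values of inactives mirror those of a sister screen read the other way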
Active calls of the source: *; . = no result given.

no. | canonical_smiles | hIAP act | beta cell repl | A3G deaminase | mIAP inh | MPTP block
1 | Cc1ccc(S(=O)(=O)Nc2cccc3c2O[C@H](CN(C)Cc2ccc(-c4ccccc4)cc2)[C@@H](C)CN([C@H](C)CO)C3=O)cc1 | 1.1 | -5 | -1 | 18 | -2.1
2 | O=C(CN1CCC(NC(=O)c2ccccc2)CC1)NCc1ccccc1F | 1.1 | -2 | -5 | 1 | 0.4
3 | CSc1ccc(S(=O)(=O)NCC(=O)OCC(=O)NCc2ccco2)cc1[N+](=O)[O-] | 0.97 | -3 | -7 | 1 | -0.5
4 | CCCCn1c(N)c(N(C)C(=O)c2ccc(-n3cccn3)cc2)c(=O)[nH]c1=O | 1 | -2 | 2 | 4 | -1.0
5 | Cc1ccccc1NC(=O)COC(=O)c1ccc2c(c1)OCCO2 | 0.86 | 5 | -12 | 7 | 0.5
6 | CC(=O)C1=C(O)CCC1=N | 1.1 | -2 | -1 | 3 | 1.1
7 | COc1ccc(/C=C(/NC(=O)c2ccco2)C(=O)N2CCc3ccccc32)cc1OC | 1.1 | -1 | -5 | 7 | 1.2
8 | O=C(O)c1ccc(N2C(=O)CC(N3CCC(c4nc5ccccc5[nH]4)CC3)C2=O)cc1 (stereo not given) | 1.1 | -3 | -5 | 0 | 0.5
9 | O=C(NC1=NCCS1)c1cccs1 | 1.1 | -2 | -7 | 2 | 2.2
10 | CCOC(=O)C1=CN(Cc2ccco2)S(=O)(=O)N(CC)C1c1ccc(C(F)(F)F)cc1 (stereo not given) | . | . | 2 | 8 | -1.6

no. | ATG4B inhibitor | APOBEC3A inh | mIAP act | hIAP block
1 | -7 | 2 | 0.82 | -7
2 | -1 | -4 | 0.99 | -6
3 | -12 | 2 | 0.99 | 2
4 | 3 | 17 | 0.96 | -2
5 | -4 | -2 | 0.93 | 14
6 | -3 | 1 | 0.97 | -7
7 | -2 | -2 | 0.93 | -10
8 | -7 | -1 | 1 | -13
9 | -9 | -6 | 0.98 | -11
10 | 6 | 1 | 0.92 | .

Additional results follow.
no. | canonical_smiles | hIAP act | beta cell repl | A3G deaminase | mIAP inh | MPTP block
11 | O=C(CC1C[C@H](C(=O)N2CCCCC2)[C@@]2(CCc3ccccc3)c3[nH]c4ccccc4c3CCN2C1=O)NCCCn1ccnc1 (stereo not given in full) | 1.2 | -3 | -7 | -8 | -0.1
12 | CC1=CN2C(=N)/C(=C\c3cn(CCCOc4ccccc4)c4ccccc34)C(=O)N=C2S1 | 1.1 | -4 | -1 | -3 | 0.8
13 | Cc1ccc(S(=O)(=O)N(CCO)c2cc3c(s2)CCCC3)cc1 | 0.94 | -2 | -2 | 6 | -0.8
14 | O=C(NNc1ccnc2cc(Cl)ccc12)C1CCCCC1 | 1 | -6 | -3 | -1 | 99*
15 | COc1cccc(N2CCN(CC(=O)C34CC5CC(CC(C5)C3)C4)CC2)c1 | 1 | -3 | -5 | -7 | 0.4
16 | NS(=O)(=O)c1ccc(CCNC(=O)CC(NC(=O)c2ccccc2Cl)c2ccccc2)cc1 (stereo not given) | 1.1 | 0 | -6 | 3 | 1.2
17 | CCN(C[C@H]1N[C@@](C)(C(=O)OC)[C@H]2C(=O)N(Cc3ccccc3)C(=O)[C@@H]12)C(=O)Nc1ccc(OC)cc1 | 0.96 | 6 | -8 | -6 | -1.9
18 | O=C(O)c1ccc(-n2cc(C(=O)c3ccccc3O)cn2)cc1 | 1.2 | -2 | -10 | -6 | 0.2
19 | CC(C)N(C(=O)CSc1nc2ccccc2n1Cc1ccccc1F)C(C)C | 1 | -4 | -5 | -1 | 1.8
20 | C=CCC[C@H](Cc1ccc(F)cc1)C(=O)OC[C@@H](Cc1c[nH]c2ccccc12)NC(=O)[C@H](CC=C)CC(=O)N(CCO)Cc1ccccc1 | 1.4 | -6 | -8 | -8 | -0.4

no. | ATG4B inhibitor | APOBEC3A inh | mIAP act | hIAP block
11 | -10 | -5 | 1.1 | -21
12 | 2 | 0 | 1 | -12
13 | 11 | -2 | 0.94 | 6
14 | -18 | 3 | 1 | -4
15 | -15 | 1 | 1.1 | -5
16 | 11 | -4 | 0.97 | -8
17 | -3 | -5 | 1.1 | 4
18 | -10 | 0 | 1.1 | -15
19 | -11 | -4 | 1 | -3
20 | -4 | -1 | 1.1 | -39

Some values from the list.
entry 15 – MPTP block: 0.4
entry 11 – hIAP block: -21
entry 17 – ATG4B inhibitor: -3
entry 18 – hIAP block: -15
entry 13 – APOBEC3A inh: -2

Further results
no. | canonical_smiles | hIAP act | beta cell repl | A3G deaminase | mIAP inh | MPTP block
21 | O=C(NCC1CCCO1)c1ccc(S(=O)(=O)Nc2ccc(F)cc2)cc1 (stereo not given) | 1 | 4 | -1 | -6 | -1.8
22 | CC(OC(=O)c1nsc(Cl)c1Cl)C(=O)NCc1ccc2c(c1)OCO2 (stereo not given) | 1.2 | -4 | -5 | 0 | -1.2
23 | Cc1c(NC(=O)C(C)C)cccc1-c1nc2ncccc2o1 | 1 | -2 | -9 | -5 | -1.3
24 | Cc1ccccc1NC(=O)CSc1nnc(C)c2ccccc12 | 1.1 | 5.8* | -7 | 7 | -0.8
25 | CC1=Nc2ccccc2N=C(NC(=O)CSC(=S)N2CCN(C)CC2)C1c1ccccc1 (stereo not given) | 2.4* | 3 | -2 | -16 | 2.2
26 | CC(=O)N(c1ccccc1)c1ccc([N+](=O)[O-])cc1[N+](=O)[O-] | 1.1 | 0 | 2 | 8 | 0.5
27 | COc1cc(C2C3=C(CC(C)(C)CC3=O)N(C)C3=C2C(=O)CC(C)(C)C3)ccc1O | 1 | -3 | -3 | 0 | 1.1
28 | COc1ccc(C(=O)N/N=C\c2ccc(OC)c(COc3ccccc3Br)c2)c(OC)c1 | 0.94 | -2 | -5 | 2 | 0.1
29 | Cc1ccccc1C(=O)N1CCC(n2nccc2NC(=O)CCOc2ccccc2)CC1 | 1.4 | -3 | -14 | 2 | 0.7
30 | COc1cc(CNCc2ccco2)ccc1OCc1ccccc1 | 0.81 | -3 | -2 | 0 | 0.5

no. | ATG4B inhibitor | APOBEC3A inh | mIAP act | hIAP block
21 | 4 | 2 | 1.1 | -2
22 | -8 | -7 | 1 | -18
23 | 5 | -5 | 1 | -1
24 | 3 | -1 | 0.93 | -7
25 | -11 | -1 | 1.2 | -143
26 | -2 | 3 | 0.92 | -8
27 | 3 | -2 | 1 | -4
28 | 0 | 3 | 0.98 | 6
29 | 5 | -4 | 0.98 | -36
30 | -17 | 13 | 0.99 | 20

New compounds follow.
no. | canonical_smiles | hIAP act | beta cell repl | A3G deaminase | mIAP inh | MPTP block
31 | O=C(/C=C/c1ccccc1)NNC(=O)c1cccs1 | 1.3 | -3 | -11 | 11 | -2.5
32 | COc1ccc2c(c1)[nH]c1c(=O)n(/N=C/c3ccc(OC)c(COc4ccccn4)c3)cnc12 | 0.9 | -4 | 0 | 2 | -6.6
33 | CCOc1ccc(S(=O)(=O)NCc2ccc3c(c2)OCO3)cc1C | 0.88 | 0 | -3 | 4 | 12
34 | O=C(CS(=O)(=O)c1ccccc1)Nc1ccc(Br)cn1 | 1 | 0 | -7 | 5 | -1.4
35 | O=C(CSc1nnnn1-c1cccnc1)Nc1ccccc1F | 1.2 | 2 | -4 | 7 | 0.3
36 | O=C(COc1ccc(Br)cc1CNCCc1ccccc1)NCc1ccccc1 | 1 | -7 | -3 | -12 | 36
37 | CC(=O)N1CCC(C(=O)NCCOc2ccc(C)cc2)CC1 | 0.96 | 1 | 8 | -1 | 0.4
38 | Cc1cc(C)n(C(=O)CCCn2cc([N+](=O)[O-])cn2)n1 | 0.96 | 1 | -4 | 7 | -0.2
39 | Cc1cc(C(=O)N/N=C/c2cccc([N+](=O)[O-])c2)c2ccccc2n1 | 1.3 | -1 | -5 | -6 | -2.2
40 | Cc1c(C=O)c2ccccc2n1CC(=O)NC(C)c1ccccc1 (stereo not given) | 1.1 | -4 | -3 | -6 | -1.2

no. | ATG4B inhibitor | APOBEC3A inh | mIAP act | hIAP block
31 | -3 | -2 | 0.89 | -26
32 | -5 | 5 | 0.98 | 10
33 | 3 | 2 | 0.95 | 12
34 | 2 | 0 | 0.95 | -4
35 | -7 | -3 | 0.93 | -17
36 | -7 | 4 | 1.1 | -2
37 | -6 | 2 | 1 | 4
38 | -2 | 2 | 0.93 | 4
39 | -7 | -6 | 1.1 | -26
40 | -9 | -1 | 1.1 | -11

(listing goes on)
no. | canonical_smiles | hIAP act | beta cell repl | A3G deaminase | mIAP inh | MPTP block
41 | O=[N+]([O-])/C(C(Cl)=C(Cl)Cl)=C(\Sc1ccccc1)N1CCCCC1 | 1 | -6 | 1 | -2 | 2.9
42 | CC(Oc1ccc(Br)cc1)C(=O)NCc1ccccn1 (stereo not given) | 0.99 | 2 | -9 | -6 | -1.4
43 | Cc1ccc(C(=O)N2CCc3ccccc32)cc1 | 0.93 | -3 | -6 | 1 | 0.6
44 | Cc1cccc(NC(=O)NC(C)CCc2ccccc2)c1 (stereo not given) | 1 | -4 | -7 | -180 | 64*
45 | COc1ccc(C(=O)N2CCN(c3ncccn3)CC2)cc1S(=O)(=O)N1CCOCC1 | 1 | 5 | -3 | -3 | 0.3
46 | CC(=O)NC(Cc1ccccc1)C(=O)N1CCN(C(=O)c2ccco2)CC1 (stereo not given) | 1 | -2 | -6 | 2 | -1.3
47 | CCC1(c2ccc(Cl)cc2)NC(=O)N(CC(=O)NCc2ccc(F)cc2)C1=O (stereo not given) | 0.93 | -3 | -12 | 6 | 1.1
48 | COc1cc2c(cc1OC)C(COc1cc(C)cc(C)c1)N(C(C)=O)CC2 (stereo not given) | 1.1 | 1 | -6 | 2 | -1.2
49 | O=C1N/C(=C/c2cccs2)C(=O)N1Cc1ccccc1F | 0.97 | 0 | -4 | 6 | 1.5
50 | CN(C)c1ccc(/C=N/n2cnn(Cc3ccccc3Cl)c2=S)cc1 | 1.1 | -1 | -2 | -7 | -3.3
51 | COc1cc(NC(=S)N2CCCCC2C)cc(OC)c1OC (stereo not given) | 1 | 0 | -4 | 8 | 1.0
52 | COc1ccc(C2CC(=O)C=C(NCc3ccccc3)C2)cc1 (stereo not given) | 0.78 | 1 | -7 | 7 | 1.5
53 | Cc1ccc(-c2cc(C(=O)NCc3ccccn3)no2)cc1 | 0.96 | -1 | -7 | 0 | 0.3

no. | ATG4B inhibitor | APOBEC3A inh | mIAP act | hIAP block
41 | 3 | 5 | 1 | -3
42 | 0 | -1 | 1.1 | 1
43 | 7 | -3 | 0.99 | 7
44 | -1 | -2 | 2.8* | -4
45 | 3 | 3 | 1 | -2
46 | -6 | -2 | 0.97 | -4
47 | -12 | 0 | 0.94 | 7
48 | 1 | -4 | 0.98 | -6
49 | 13 | -2 | 0.94 | 3
50 | 17 | 3 | 1.1 | -7
51 | 2 | -4 | 0.92 | -1
52 | 2 | -2 | 0.93 | 22
53 | -13 | -5 | 1 | 4

Arranged by SMILES length (high to low): some entries from above
no. | canonical_smiles | hIAP act | beta cell repl | A3G deaminase | mIAP inh | MPTP block
45 | COc1ccc(C(=O)N2CCN(c3ncccn3)CC2)cc1S(=O)(=O)N1CCOCC1 | 1 | 5 | -3 | -3 | 0.3
41 | O=[N+]([O-])/C(C(Cl)=C(Cl)Cl)=C(\Sc1ccccc1)N1CCCCC1 | 1 | -6 | 1 | -2 | 2.9
49 | O=C1N/C(=C/c2cccs2)C(=O)N1Cc1ccccc1F | 0.97 | 0 | -4 | 6 | 1.5
44 | Cc1cccc(NC(=O)NC(C)CCc2ccccc2)c1 (stereo not given) | 1 | -4 | -7 | -180 | 64*

no. | ATG4B inhibitor | APOBEC3A inh | mIAP act | hIAP block
45 | 3 | 3 | 1 | -2
41 | 3 | 5 | 1 | -3
49 | 13 | -2 | 0.94 | 3
44 | -1 | -2 | 2.8* | -4
